Compound activity as filed in PubChem BioAssay.
ERK EGF inh: blocks ERK signaling stimulated by EGF. 130,000 tested, 0.41% active. HEK293-V1b, EGF-stimulated phospho-ERK AlphaScreen. Potency, µM (series often up to 11.5 µM), without a hit: top-dose activity change, negative = inhibition, hits mostly inhibitors. AID 1454; active means well fitted inhibition curve with a large enough effect; inconclusive means small, poorly fitted or top-dose-only effect, or effect the other way;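 further: plate controls were stimulated vehicle wells for no effect and unstimulated vehicle basal for full effect; nearly all actives have a fitted effect of over 55% in size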
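Homogeneous cell-based phospho-ERK assay: HEK293/V1b cells in 1% FBS, compound 30 min then EGF 5 min, AlphaScreen luminescence. Activity normalized between DMSO and 25 nM EGF controls; AC50 from Hill modelling.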
An asterisk follows results filed as active; ? = inconclusive; [ ] = dose if it differs, or a comment. Potency means the concentration at half of the fitted maximal effect.

SMILES | ERK EGF inh
COc1cc(OC)nc(NC(=O)COC(=O)c2cccc(Cl)c2)n1 | 1%
O=C(O)C1C2C=CC(C2)C1C(=O)NCc1cccs1 (stereo not drawn) | -12%
Cc1ccc(Nc2nnc(SC/C(O)=C(\C#N)c3nc4ccccc4[nH]3)s2)c(C)c1 | 8%
O=C(NCCCN1CCCC1=O)C1CCCO1 (stereo not drawn) | 3%
COc1cc2c(cc1NC(=O)CSc1cccc[n+]1[O-])oc1ccccc12 | 1%
O=C(COc1ccccc1)NC1CCS(=O)(=O)C1 (stereo not drawn) | -9%
CCOC(=O)c1[nH]c2ccccc2c1NC(=S)Nc1cccc(C)c1C | -3%
Cc1ccc2cc(COC(=O)c3cccc([N+](=O)[O-])c3)c(=O)[nH]c2c1 | 12%[57.5 µM]
COc1ccc(CNC(=O)C/C(C)=N/NC(=O)COc2cccc(C)c2)cc1 | -2%
CCOC(=O)c1cc(-c2ccccc2)n(CCC(=O)NC(C)CC)c1C (stereo not drawn) | 5%
COc1ccc(-n2c(-c3ccc(Br)cc3)c[n+]3c2SC(C)C3)cc1 (stereo not drawn) | -1%
O=C(NNC(=S)NCC1CCCO1)c1ccc(S(=O)(=O)N2CCOCC2)cc1 (stereo not drawn) | -15%
CCOc1ccc(/C=C(/NC(=O)c2ccccc2)C(=O)NCCC(=O)O)cc1 | -6%
O=C(CSc1cccc2cccnc12)N/N=C/c1cccc(O)c1 | 8%
CC(C)C[C@@H](CC(=O)N[C@@H](CCC(=O)O)CC(=O)O)NC(=O)[C@@H]1CNCC[C@H]1NC(=O)C[C@H](CCCN)NC(=O)C[C@H](CO)NC(=O)[C@@H]1CNCC[C@H]1N | -1%

Gathered by group: the entries above with two or more sulfur atoms
SMILES | ERK EGF inh
Cc1ccc(Nc2nnc(SC/C(O)=C(\C#N)c3nc4ccccc4[nH]3)s2)c(C)c1 | 8%
O=C(NNC(=S)NCC1CCCO1)c1ccc(S(=O)(=O)N2CCOCC2)cc1 (stereo not drawn) | -15%

Returning to the listing, repeating the 3 entries before the break.
SMILES | ERK EGF inh
CCOc1ccc(/C=C(/NC(=O)c2ccccc2)C(=O)NCCC(=O)O)cc1 | -6%
O=C(CSc1cccc2cccnc12)N/N=C/c1cccc(O)c1 | 8%
CC(C)C[C@@H](CC(=O)N[C@@H](CCC(=O)O)CC(=O)O)NC(=O)[C@@H]1CNCC[C@H]1NC(=O)C[C@H](CCCN)NC(=O)C[C@H](CO)NC(=O)[C@@H]1CNCC[C@H]1N | -1%
Cc1ccc(C)c(Cn2cnc3c(oc4ccccc43)c2=O)c1 | -9%
O=C(CSc1ccc(Br)cc1)NCC1CCCO1 (stereo not drawn) | 12%
COc1cc(CNc2ncn[nH]2)ccc1OCc1ccccc1C | 4%
Cc1nc(NS(=O)(=O)c2ccccc2)sc1NC(=O)Nc1ccccc1 | -1%
CCN(CC)c1ccc(/C=C/C(=O)c2ccc(Br)cc2)cc1 | ?
COc1ccc(-c2[nH]ncc2CN2CCC(OCc3cccnc3)CC2)c(F)c1 | 3%
Cc1cc(C)n(-c2ccc(C(=O)OCc3ccccc3)cc2)n1 | 1%
O=C(O)CN(CCOCCOCCN(CC(=O)O)CC(=O)O)CC(=O)O | 11%
COc1cccc(CN2CCN(Cc3ccc(C#CC(C)(C)O)s3)CC2CCO)c1 (stereo not drawn) | 2%
Nc1nonc1C(=O)N/N=C/c1cccc([N+](=O)[O-])c1 | 3%
Cc1ccc(S(=O)(=O)N2CCN(C(=O)CCN3C(=O)c4ccccc4C3=O)CC2)cc1C | 0%
O=C(N/N=C/c1cn(Cc2ccccc2)c2ccccc12)c1cccnc1 | ?
CC1(C)Cc2c(sc3nc(C4CCCCC4)n(N)c(=O)c23)CO1 | -10%[57.5 µM]
CC(C)Cc1ccc(/C=C/C(=O)NC2CC2)cc1 | -2%
COc1ccc(-n2c(SCc3ccccn3)nc3c(c2=O)SCC3)cc1OC | 8%

The closing 4 records of the section before come first, to join the parts.
SMILES | ERK EGF inh
O=C(N/N=C/c1cn(Cc2ccccc2)c2ccccc12)c1cccnc1 | ?
CC1(C)Cc2c(sc3nc(C4CCCCC4)n(N)c(=O)c23)CO1 | -10%[57.5 µM]
CC(C)Cc1ccc(/C=C/C(=O)NC2CC2)cc1 | -2%
COc1ccc(-n2c(SCc3ccccn3)nc3c(c2=O)SCC3)cc1OC | 8%
Cc1cccc(NC(=O)c2cc(Cl)sc2Cl)c1C | -2%
O=c1c(CCc2ccccc2)nc2cnc(N3CCOCC3)nc2n1C[C@H]1CCCO1 | 4%
Cc1ccc(-n2[nH]c3c4c(ccc3c2=O)C(=O)c2ccccc2C4=O)cc1 | 5%
COc1ccc(S(=O)(=O)N(C)C)cc1NC(=O)CSc1nncs1 | -5%
CNS(=O)(=O)c1cc(N(C)S(=O)(=O)c2ccc(C)cc2)c(C)cc1C | -6%
CSCCC(NS(=O)(=O)c1ccc2c(c1)oc(=O)n2C)C(=O)NC1CCN(Cc2ccccc2)CC1 (stereo not drawn) | 4%[57.5 µM]
N#Cc1cnc2c(-c3ccccc3)c(-c3ccccc3)nn2c1N | -13%
CC(C)(C)[C@@H]1C=C(C(=O)N2CCN(Cc3ccccc3)CC2)O[C@H](OCc2ccc(CO)cc2)C1 | ?
CCC(=O)Nc1nc2nc(-c3ccccc3)cc(=O)n2[nH]1 | -5%[57.5 µM]
COc1ccc(/C=N/Nc2nnc(-c3ccccc3)c(=O)[nH]2)cc1 | 3%
Cc1ccc(NC(=O)COC(=O)CCC(=O)c2cccs2)cc1 | -1%
CN(/N=C/c1cccnc1)C1=NS(=O)(=O)c2ccccc21 | 1%
O=C(OC(C(=O)Nc1ccc(Cl)cc1C(F)(F)F)c1ccccc1)c1c(Cl)cccc1Cl (stereo not drawn) | 4%
COc1cc(C(=O)NC(C)Cc2cccs2)cc(OC)c1OC (stereo not drawn) | -6%
CCOc1ccccc1NC(=O)C1CCC(CNc2c(N3CCCCC3)c(=O)c2=O)CC1 (stereo not drawn) | -1%[57.5 µM]
O=C(CN1CCN(S(=O)(=O)c2ccc(Br)cc2)CC1)Nc1ccccc1C(=O)c1ccccc1 | 0%
CCCC(=O)Nc1nc2ccc(OCC)cc2s1 | 5%
O=C(N/N=C1\CCc2ccccc21)c1ccccc1Cl | 1%
CCCCCOC(=O)C(C)Sc1n[nH]c(=O)[nH]c1=O (stereo not drawn) | -1%[57.5 µM]
CC(=O)Nc1ccc(C(=O)Nc2cccc(-c3cnc4ccccc4n3)c2)cc1 | -1%
CC(C)CN1CCCC2(CCN(C(=O)c3cc(C(F)(F)F)cc(C(F)(F)F)c3)CC2)C1 | -13%
COc1cc2c(cc1OC)CN(C(=O)c1ccc(S(=O)(=O)N3CCCC3)cc1)CC2 | -5%[57.5 µM]
CCN(CC)c1nc2c(c(=O)n(C)c(=O)n2C)n1CC(=O)c1ccccc1 | -7%[57.5 µM]
Oc1ccccc1N1CCN(c2nnnn2-c2ccccc2)CC1 | -4%[57.5 µM]
Fc1ccc(CNCc2ccccc2C(F)(F)F)cc1 | -7%
CC(C)CCOC(=O)C(C)Sc1n[nH]c(=O)[nH]c1=O (stereo not drawn) | ?
CC(c1ccco1)N(C(=O)c1ccccc1F)c1ccccn1 (stereo not drawn) | -4%
c1ccc(N2CCN(Cc3cn4ccccc4n3)CC2)cc1 | -4%
Cc1ccc(OCCn2c3ccccc3n3nc(C)c(=O)nc23)cc1 | 1%
CCc1ccc(C2CC(=O)N(c3cccc(F)c3)C3=C2C(=O)OC3)cc1 (stereo not drawn) | -5%
Cc1cc(N/N=C/c2c[nH]c3ccccc23)c2ccccc2n1 | -10%
CC(C)CC(NC(=O)C(NC(=O)OC(C)(C)C)C(C)C)C(=O)NC(CCC(=O)OCc1ccccc1)C(N)=O (stereo not drawn) | -12%[57.5 µM]
N#Cc1ccccc1CSC1=NCCS1 | 3%
Cc1ccc(C2=CSC3=NS(=O)(=O)CCN23)cc1 | -1%
CCc1ccccc1NC(=O)Cn1c(=O)n(-c2ccc(CC(=O)NCC3CCCO3)cc2)c(=O)c2ccccc21 (stereo not drawn) | 1%
CC(C)c1ccc(NC(=O)c2ccc(Br)o2)cc1 | 4%
O=C(Cc1ccccc1)c1c[nH]c(C(=O)NCCCn2ccnc2)c1 | 4%
NNC(=O)c1cc(-c2ccco2)[nH]n1 | 5%
COc1ccc(C(=O)NCCn2cc(SCC(N)=O)c3ccccc32)cc1 | 3%[57.5 µM]
Cc1cccc(N2CN(Cc3ccco3)CNC2=S)c1 | 4%
O=c1cc(N2CCCCCC2)[nH]c(=O)n1-c1ccccc1Cl | -8%
COc1cccc(C2NC(=S)NC(C)=C2C(=O)c2ccccc2)c1OC (stereo not drawn) | 8%
NNC(=O)c1cc(-c2ccc(N)cc2)nc2ccc(Br)cc12 | -8%[57.5 µM]
Cc1ccc(NC(=O)CNc2ccc(Cl)c(Cl)c2)cc1S(=O)(=O)N(C)C | ?
Cc1cc([N+](=O)[O-])nn1CC(=O)NCCc1c[nH]c2ccccc12 | 5%
O=[N+]([O-])c1ccc2nc(CCCc3nc4ccc([N+](=O)[O-])cc4[nH]3)[nH]c2c1 | 3%
O=C(COc1ccc(C(=O)c2ccccc2)cc1)NC1CCCCC1 | -2%
Cc1[nH]nc(SCC(=O)N(C)c2ccccc2)c1[N+](=O)[O-] | 4%
COc1cccc(N=CC2=C(O)CC(C)(C)CC2=O)c1 | 0%
O=C(NCCN1C(=O)S/C(=C\c2cccnc2)C1=O)c1ccc(S(=O)(=O)N2CCCC2)cc1 | 3%[57.5 µM]
COc1ccc(OC)c(Cc2nnc(CCC(=O)NCc3nc4ccccc4s3)o2)c1 | -1%
O=C(O)c1ccc(COc2c(F)c(F)c(F)c(F)c2F)o1 | -4%
Cc1ccc2nc(C)c3c(c2c1)N(c1ccc(F)cc1)CC3 | -22%[57.5 µM]
COCCNC(=O)COc1ccc(C)cc1C(=O)c1cc(C#N)c(=O)n(C2CC2)c1 | -4%
CC(C)(C)c1ccc(OCC(=O)NN2Cc3ccccc3C2=N)cc1 | -18%
CCC1Cc2c(nc(N)c3c(N)nc(N4CCOCC4)c(C#N)c23)O1 (stereo not drawn) | 6%
CC(=O)Oc1cc2oc(=O)cc(C)c2cc1Cl | 17%[57.5 µM]
O=C(COC(=O)Cc1cccs1)Nc1ccccc1Cl | 7%
Cc1cc[n+](-c2[nH]c(=O)sc2/C=N/N=C(\[O-])c2ccccc2)cc1 | 13%[57.5 µM]
OCc1cn(-c2ccccc2)nc1-c1cc2ccccc2o1 | 8%

Next section.
SMILES | ERK EGF inh
COc1ccc(Nc2ccncc2[N+](=O)[O-])cc1 | 1%
O=C(Nc1ccc(S(=O)(=O)N2CCCC2)cc1)C1CC(=O)N(c2ccccc2)C1 (stereo not drawn) | 1%
COc1cc(NC(=O)CN2CCN(c3ccccc3O)CC2)c(C)cc1[N+](=O)[O-] | 4%
Cc1nn(C)c(C(=O)Sc2ccccc2)c1[N+](=O)[O-] | -4%[57.5 µM]
COc1ccc2[nH]c(=O)c(-c3nnn(-c4ccccc4)n3)cc2c1 | -10%[57.5 µM]
COC(=O)C(C)(N)Cc1ccc(O)cc1 (stereo not drawn) | -8%
COc1ccc(OCCNC(=O)Nc2cc(F)c(F)cc2Cl)cc1 | 10%
Fc1ccc(NC(=S)NCc2cccs2)cc1 | 11%
COC(=O)[C@H](Cc1ccccc1)NC(=O)N(C)Cc1ccccc1 | 14%[57.5 µM]
CCOc1cc(C2C(C#N)=C(N)Oc3n[nH]c(-c4ccncc4)c32)cc([N+](=O)[O-])c1O (stereo not drawn) | 1%
Cc1cccc(-n2ccnc2SCC(=O)O)c1C | 0%
O=C(O)CCCCn1c(SCc2ccccc2Cl)nc2ccsc2c1=O | 7%
O=C(CCS(=O)(=O)c1ccccc1)Nc1nc2cc3c(cc2s1)OCO3 | 0%[57.5 µM]
C=CCN(c1ccccc1OC)S(=O)(=O)c1cccc(C(=O)OCC(=O)c2c[nH]c3ccccc23)c1 | 4%
O=C(Cn1[nH]c(=O)c2ccccc2c1=O)NNC(=O)c1ccccc1 | -18%
COc1ccc(C(=O)CSc2nnc(-c3cc(C)on3)o2)cc1 | -4%
Cn1cc([C@@H]2C[C@H]3CN(C4CCCC4)C(=O)[C@]34CCCN24)c(-c2ccccc2)n1 | 4%
CCCC/C=C/C(NC(=O)C(C)(C)C)c1ccccc1 (stereo not drawn) | 14%
CC(=O)c1ccc(NC(=O)Nc2sc(NS(=O)(=O)c3ccccc3)nc2C)cc1 | 4%
CCc1nc(N)nc(N)c1-c1ccc(Cl)cc1 | 8%
Cc1nc2nc(C)c(CCC(=O)NC3CCCCC3)c(C)n2n1 | -2%
NNc1nc2c(Cl)cccc2s1 | ?
C=CCN1C(=O)C2(NC(=O)c3ccccc3N2)c2ccccc21 (stereo not drawn) | 1%
CCCCNC(=O)c1cc2cc(CC)ccc2[nH]1 | -15%[57.5 µM]
COc1ccc(/C=C(\C#N)C(=O)C(C)(C)n2cncn2)cc1 | 8%
CCc1ccc(C2CC(c3ccccc3)Nc3nc(N)nn32)cc1 (stereo not drawn) | -15%[57.5 µM]
CN1CCN(/N=C/c2nc(-c3ccccc3)n3ccccc23)CC1 | 1%
C/C(Cc1ccccc1)=N\NC(=O)CNC(=O)c1ccccc1O | -2%[57.5 µM]
Cc1ccc(NC(=O)CSCC(=O)N2CCOCC2)cc1 | 2%

Only part of the results is shown (hit frequency here may not be typical).
